XIAP antagonists – XIAP antagonists, biochemical, IAP family, fluorescence polarization (AID 1018) | XIAP BIR domain, fluorescence polarization peptide displacement; higher % means a stronger effect | actives 0.007% (n = 200,000) | displacement, % at 20 µM, or IC50 in µM where a hit was titrated; in the data active = displacement above about 50%; note: a part of the inactive calls stands beside numbers as strong as those of hits
WT yeast gro inh – growth inhibition of WT yeast, mitochondrial fusion screen; mitochondrial fusion phenotypic screen, WT strain; inhibition, % at 10 µM; actives 2.1% (n = 190,000); in the data active = inhibition above about 58%; tested in S. cerevisiae
Siah-1 displacement – Siah-1 peptide-binding antagonists, primary screen, biochemical, fluorescence polarization, rhodamine-plectin, uHTS (AID 1817) | one-dose displacement, % at 20 µM; IC50 in µM for titrated hits | Siah-1 / rhodamine-plectin peptide fluorescence polarization; higher % means a stronger effect | actives 0.02% (n = 290,000);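 active = displacement of at least 50% at 20 µM, with a fluorescence ratio check between 0.3 and a set limit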;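 note: plate controls were Siah plus tracer with DMSO for no effect and tracer alone without Siah for full effect; strong numbers were not always called active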
PMI inhibition – MPI inhibition at elevated mannose 6-phosphate – biochemical, fluorescence intensity, high mannose 6-phosphate, primary screen (AID 1220); recombinant PMI enzyme, coupled fluorescence intensity; higher % means a stronger effect; one-dose inhibition, % at 20 µM; IC50 in µM for titrated hits; actives 0.66% (n = 190,000)
human PMI inhibition – MPI enzyme activity inhibition – biochemical, fluorescence intensity, coupled assay, primary screen (AID 1209). purified PMI enzyme, coupled fluorescence intensity; higher % means a stronger effect. inhibition, % at 20 µM; hits with a dose series show IC50 in µM. actives 0.42% (n = 190,000);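 note: plate controls were DMSO vehicle for no effect and wells lacking substrate for full effect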
TNAP activators – human TNAP enzyme activators, primary screen, biochemical, luminescent, no phosphate acceptor, uHTS (AID 1001) | purified TNAP, luminescent activation assay, no phosphate acceptor; higher activation fold means a stronger effect | activation fold at 20 µM; hits with a dose series show EC50 in µM | actives 0.03% (n = 200,000); in the data active = activation fold from about 3, or a potency from the dose series; inactive = the rest, 99 in 100 with activation fold below about 1.6; note: many of its hits are not listed in these tables
Myeloid diff MLP – promotes myeloid progenitor differentiation | ER-HoxA9 myeloid progenitors, lysozyme-GFP differentiation, flow cytometry | calls only at 10 µM | actives 1% (n = 360,000) | AID 624256;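 active = normalized GFP-positive differentiation at or above the plate's own cutoff, the solvent-only control mean plus 3 SD; inconclusive = no clear call, values can overlap the other calls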;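 note: cells exposed to compound for four days before flow analysis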
RSV CPE inhibition – RSV antiviral activity via CPE protection, HEp-2 cells, primary 10 µM value included (AID 2391); CPE inhibition, % at 10 µM; hits with a dose series show IC50 in µM; HEp-2 cells, RSV-induced CPE inhibition; higher % means a stronger effect; actives 0.13% (n = 310,000); in the data active = a potency from the dose series; inconclusive = CPE inhibition mostly from about 23% at the one dose, without a potency; inactive = the rest, 99 in 100 with CPE inhibition below about 21%; note: strong numbers were not always called active
Salmonella PhoP GFP – PhoP-dependent GFP reporter repression – Salmonella Typhimurium, primary screen (AID 1863); S. Typhimurium PhoP-regulated promoter GFP reporter, 4 h; higher % means a stronger effect; inhibition, % at 50 µM; hits with a dose series show IC50 in µM; actives 0.16% (n = 300,000);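 active = inhibition over 29.93%, a cutoff 3 SD above the screen mean, later confirmed by dose response; inconclusive = inhibition over 29.93% but no dose response follow-up; inactive = inhibition at most 29.93% or unconfirmed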;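 note: 0% = low Mg2+ inducing control and 100% = high Mg2+ repressing control; strong numbers were not always called active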
WT yeast gro inh mutant strain – second read-out of WT yeast gro inh, no call of its own (marks repeat the call); inhibition, %; mitochondrial fusion phenotypic screen, mutant strain inhibition
Myeloid diff MLP GFP+ MAC1+ % – recorded beside Myeloid diff MLP, whose call it bears; GFP+ MAC1+ double positive, %; measured here: differentiation confirmed by MAC1 staining
Starred values were filed as active, the others as inactive; i = inactive; u = inconclusive; x = not tested or not shown; + = active, no number; & = joins results of further samples. Cut-off read from the data, not from the text of the source, unless noted: active = inhibition above about 50%; inactive = the rest.

Each structure is followed by: XIAP antagonists	WT yeast gro inh	WT yeast gro inh mutant strain	Siah-1 displacement	PMI inhibition	human PMI inhibition	TNAP activators	Myeloid diff MLP	Myeloid diff MLP GFP+ MAC1+ %	RSV CPE inhibition	Salmonella PhoP GFP
CN(C)c1ccc(/C=C2\C(=N)N3N=C(CC(=O)N4CCCC4)SC3=NC2=O)cc1Br
  x	x	x	1%	x	x	x	i	0.7	2.0%	-21%
O=S(=O)(c1ccc2nc(Cc3cccc(C(F)(F)F)c3)[nH]c2c1)N1CCOCC1
  0.4%	-6	0	1%	16%	18%	1.1	i	4.9	0.8%	-2%
Cc1ccc([N+](=O)[O-])cc1NC(=O)CN(C(=O)c1ccccc1Cl)C1CCCCC1
  -0.5%	33	-2	1%	6%	11%	1	i	1.1	5.2%	4%
O=[N+]([O-])c1cc(-c2ncccn2)cs1
  -1.9%	-8	-25	1%	-7%	-13%	1.1	i	0.1	1.0%	-2%
CC(=O)Nc1ccc(-c2nc(C)c(C(C)=O)n2O)cc1
  -0.3%	-5	7	-3%	23%	22%	1	i	5.5	1.9%	-1%
NC(N)=N/N=C/c1ccccc1OC(F)F
  -1.3%	16	-3	6%	0%	-4%	1.1	i	0.3	1.9%	7%
Cc1ccc(N2C(=O)/C(=C\c3ccco3)SC2=S)cc1
  -3.9%	24	-1	-14%	40%	17%	1	i	1.2	2.1%	-4%
O=C(O)c1cccc(Nc2nc(-c3cc4ccccc4oc3=O)cs2)c1
  x	x	x	9%	x	x	x	i	0.6	1.7%	-4%
CCOC(=O)C1=C(c2ccccc2)N=c2s/c(=C\c3ccc(O)cc3)c(=O)n2C1c1cccs1 (stereo unspecified)
  -24%	-9	9	11%	15%	18%	0.7	i	13	-0.3%	1%
CC(=O)c1c(N)n(C)c(=O)n(C)c1=O
  2.1%	12	16	3%	5%	7%	1.1	i	6.5	-1.6%	1%
O=C(Nc1ccccc1)c1ccncc1
  -9.0%	-6	-19	6%	9%	8%	1.1	i	1.1	0.6%	5%
Cc1cc(C)nc(NC(N)=NCCc2c[nH]c3ccccc23)n1
  -9.5%	19	21	13%	2%	7%	1.4	i	0.5	12%	3%
CCCCn1c(SCC(=O)Nc2cc(C)on2)nnc1-c1cccs1
  x	x	x	2%	x	x	x	i	0.5	1.3%	-3%
COc1ccc(NC(=O)Nc2cc(NC(=O)Nc3ccc(OC)cc3)c(C)nc2C)cc1
  -1.5%	-18	-22	-1%	-9%	-6%	1.1	i	0.6	2.0%	-12%
Cc1cc(C(=O)Cn2nnc3ccccc3c2=O)c(C)n1-c1ccccc1F
  -5.8%	-25	-18	-2%	6%	16%	1.1	+	30*	31µM*	-6%
Cc1cc(C(=O)Nc2ccccc2C)n(-c2ccccc2)n1
  x	x	x	11%	x	x	x	i	0.3	4.0%	-5%
O=C(Nc1ccccc1N1CCN(C(=O)c2ccccc2)CC1)c1ccco1
  x	x	x	-4%	x	x	x	i	0.1	4.4%	5%
O=C(N/N=C/c1cn(-c2ccccc2)nc1-c1ccc(F)cc1)c1ccc(Br)o1
  -1.8%	-7	4	-4%	10%	19%	1	i	0.4	2.4%	14%
CCCCOc1cccc(C(=O)NC(=S)Nc2ccc(Cl)c(C(=O)O)c2)c1
  -3.3%	-21	-8	5%	-3%	4%	0.9	i	0.8	0.2%	-10%
Cc1ccc(S(=O)(=O)N2CCN(C(=O)c3cc(=O)[nH]c4ccccc34)CC2)c(C)c1
  -3.0%	34	13	3%	3%	3%	1	i	0.7	3.1%	-2%

(further entries)
Each structure is followed by: XIAP antagonists	WT yeast gro inh	WT yeast gro inh mutant strain	Siah-1 displacement	PMI inhibition	human PMI inhibition	TNAP activators	Myeloid diff MLP	Myeloid diff MLP GFP+ MAC1+ %	RSV CPE inhibition	Salmonella PhoP GFP
Cc1nnc(NN2CCOCC2)[nH]c1=O
  -2.4%	8	-14	12%	16%	14%	1.1	i	0.2	-0.8%	0%
O=C1CC(C(=O)Nc2ccccc2)N=C(N2CCOCC2)N1 (stereo unspecified)
  -3.6%	-9	-19	-2%	7%	10%	1.1	i	0.8	0.6%	-12%
O=C(N1CCOCC1)N1CCN(S(=O)(=O)N2CCCCC2)CC1
  -1.1%	4	3	5%	12%	5%	1.1	i	0.5	3.0%	5%
Cc1ccc2c(c1)N(C(=O)NC1CCCCC1)C(C)(C)CC2C (stereo unspecified)
  -18%	1	-1	-3%	7%	15%	1.1	i	7.4	0.9%	-8%
CC(=O)N1N=C(c2ccc(NS(C)(=O)=O)cc2)CC1c1ccc2nccnc2c1 (stereo unspecified)
  -1.9%	-3	-7	7%	x	x	1.1	i	3.0	0.3%	-3%
COc1ccc(C(C(=O)NC2CCCC2)N(Cc2ccccc2)C(=O)c2nsc(Cl)c2Cl)cc1 (stereo unspecified)
  0.0%	63*	23*	2%	21%	24%	1	i	0.4	13%	-13%
O=C(C1=C[C@H](c2ccc3c(c2)OCO3)C[C@H](OCc2ccc(CO)cc2)O1)N1CCN(Cc2ccc3c(c2)OCO3)CC1
  -2.3%	48	2	16%	14%	22%	1.1	i	2.2	-0.8%	0%
O=C(COc1cc2oc(=O)c3c(c2cc1Cl)CCC3)Nc1cccnc1
  x	x	x	-4%	x	x	x	i	1.4	-0.7%	2%
COc1ccc(N(CC(=O)N/N=C/c2cc(Br)c(C)o2)S(=O)(=O)c2ccc(NC(C)=O)cc2)cc1
  -6.9%	-9	-38	4%	x	x	1	i	0.6	2.5%	1%
O=C(COc1ccc([N+](=O)[O-])cc1)Nc1ccc(N2CCN(C(=O)c3ccco3)CC2)cc1
  x	x	x	-4%	x	x	x	i	0.8	-0.2%	2%
CCN(CC)C(=O)COc1cc(C)cc2oc(=O)cc(-c3ccccc3)c12
  -5.5%	1	6	-7%	1%	2%	1	i	1.2	0.3%	0%
CC(C)OCCCNC(=O)CCc1nc(-c2ccccc2)no1
  -7.0%	10	-1	-1%	6%	6%	1.1	i	0.9	1.3%	-11%
O=c1[nH]c(Cc2ccccn2)nc2scc(-c3ccc(Cl)cc3)c12
  -5.0%	2	5	2%	-83%	-56%	1	i	0.2	5.1%	-4%
Cc1ccc2c(c1)nnn2C1CCN(S(=O)(=O)c2ccc(C(=O)N3CC(C)CC(C)C3)cc2)CC1 (stereo unspecified)
  -5.8%	20	6	-2%	10%	22%	1	i	0.8	3.1%	-5%
CN(CCOc1ccccc1)C(=O)c1ccc(N2CCCC2)c([N+](=O)[O-])c1
  x	x	x	2%	x	x	x	i	0.0	u	-3%
CCC(C)NS(=O)(=O)c1ccc(OCC(=O)NCc2ccc(OC)cc2)cc1 (stereo unspecified)
  -3.6%	1	0	2%	-9%	0%	1.1	i	0.4	3.2%	0%
COc1ccc(CC(=O)Nc2nc(-c3cc(OC)ccc3OC)cs2)cc1
  -4.3%	23	-6	5%	15%	19%	1.1	i	0.1	u	-5%
CC(=O)c1cccc(N(C(=O)c2cnccn2)C(C(=O)NCc2ccccc2)c2ccco2)c1 (stereo unspecified)
  0.7%	3	6	10%	10%	12%	1.1	i	0.0	2.9%	-2%
Cc1cc(C(=O)NC2CCCc3c2cnn3-c2cc(F)cc(F)c2)nn1C (stereo unspecified)
  x	x	x	-2%	x	x	x	i	2.5	1.4%	-7%
Cc1c(/C=N/NC(=O)c2cc(=O)[nH]c(=O)[nH]2)c2ccccn2c1C(=O)c1ccccc1
  -3.5%	-6	-8	27%	2%	6%	1.2	i	1.7	1.6%	14%

3 entries drawn at random from the list so far:
Each structure is followed by: XIAP antagonists	WT yeast gro inh	WT yeast gro inh mutant strain	Siah-1 displacement	PMI inhibition	human PMI inhibition	TNAP activators	Myeloid diff MLP	Myeloid diff MLP GFP+ MAC1+ %	RSV CPE inhibition	Salmonella PhoP GFP
O=C1CC(C(=O)Nc2ccccc2)N=C(N2CCOCC2)N1 (stereo unspecified)
  -3.6%	-9	-19	-2%	7%	10%	1.1	i	0.8	0.6%	-12%
CCC(C)NS(=O)(=O)c1ccc(OCC(=O)NCc2ccc(OC)cc2)cc1 (stereo unspecified)
  -3.6%	1	0	2%	-9%	0%	1.1	i	0.4	3.2%	0%
COc1ccc(C(C(=O)NC2CCCC2)N(Cc2ccccc2)C(=O)c2nsc(Cl)c2Cl)cc1 (stereo unspecified)
  0.0%	63*	23*	2%	21%	24%	1	i	0.4	13%	-13%

Next part:
Each structure is followed by: XIAP antagonists	WT yeast gro inh	WT yeast gro inh mutant strain	Siah-1 displacement	PMI inhibition	human PMI inhibition	TNAP activators	Myeloid diff MLP	Myeloid diff MLP GFP+ MAC1+ %	RSV CPE inhibition	Salmonella PhoP GFP
COC(=O)C1CCN(C(=O)CN(C)Cc2ccc(C(C)(C)C)cc2)CC1
  x	x	x	-3%	x	x	x	i	1.0	-0.1%	1%
OCC1(CO)COC2(CCCC2)N1
  -9.1%	4	19	-3%&-2%	-4%	1%	1	i	5.1	-0.8%	-15%&-6%
COc1ccc(/C=N/n2c(N)c(S(=O)(=O)c3cccs3)c3nc4ccccc4nc32)cc1OC
  -13%	2	-2	2%	3%	7%	1.1	i	2.1	6.7%	-16%
O=C(/C=C/N1CCOCC1)c1ccc(-c2ccccc2)cc1
  -12%	3	-2	-2%	5%	10%	0.9	i	4.8	10%	-2%
CCCCn1c(N)c(N(CCOC)C(=O)c2oc3ccc(OC)cc3c2C)c(=O)[nH]c1=O
  x	x	x	0%	x	x	x	i	1.6	1.8%	1%
COCCN(Cc1cn(C)nc1-c1ccc(Oc2ccccc2)cc1)C(C)C
  x	x	x	4%	x	x	x	i	0.6	0.7%	-4%
CNC(=O)NC(=O)CSc1nc2cc(C(=O)OC)ccc2c(=O)n1-c1ccccc1
  -0.9%	-4	-4	-1%	-3%	-4%	1.1	i	6.6	2.8%	1%
Cc1cc(C)nc(SC(C)C(=O)O)n1 (stereo unspecified)
  -2.7%	13	4	-3%	4%	3%	1.1	i	1.9	1.1%	8%
COc1cccc(NC(=O)CCC2CCN(C(=O)Cc3cccc(F)c3)CC2)c1
  x	x	x	2%	x	x	x	i	7.0	3.6%	6%
O=C1c2cccc3c(Nc4ccccc4Cl)c([N+](=O)[O-])cc(c23)C(=O)N1CCO
  -0.8%	7	9	-3%	11%	18%	0.8	i	1.6	u	7%
COc1cccc(CNC(=O)CN2C(=O)CSc3ccc(S(=O)(=O)N4CCOCC4)cc32)c1
  x	x	x	-1%	x	x	x	i	5.2	-0.6%	2%
Nc1ccc(-c2cc3ccccc3oc2=O)cc1
  x	x	x	0%	x	x	x	i	1.1	-0.1%	4%
O=C(Nc1ccc(F)c(Cl)c1)Nc1csc2ccccc12
  x	x	x	-2%	x	x	x	i	1.0	4.3%	0%
Cc1cnc(NC(=O)CSc2nnc(-c3cccs3)n2C)s1
  -1.0%	20	29	0%	-5%	-6%	1.1	i	1.2	0.1%	10%
Cc1ccc2oc(-c3cc(NC(=O)c4ncn[nH]4)ccc3O)nc2c1
  -13%	-1	-5	-8%	3%	10%	2	i	0.1	-0.2%	2%
CCOC(=O)N1CCC(NC(=O)c2ccc3c(=O)n4c(nc3c2)CCCC4)CC1
  -1.4%	-15	12	2%	-6%	-1%	0.9	i	2.4	0.7%	-10%
CCN(CC)c1ncc(C#N)c(N)n1
  x	x	x	0%	x	x	x	i	0.5	4.2%	-8%

From PubChem
